# TRPV1 ag: HTS Assay for Compounds that Act as Agonists of the Vanilloid Receptor 1; Transient receptor potential cation channel subfamily V member 1 (Homo sapiens), Q8NER1; TRPV1-expressing cells, Fluo-8 calcium influx, agonist mode; activation, % at 8.33 µM; 320,000 compounds, 0.19% hits; in the data active = activation above about 80%; inconclusive = between about 30% and that limit; note: 0% is about no effect
# Target sequence (Q8NER1 whole entry, looked up): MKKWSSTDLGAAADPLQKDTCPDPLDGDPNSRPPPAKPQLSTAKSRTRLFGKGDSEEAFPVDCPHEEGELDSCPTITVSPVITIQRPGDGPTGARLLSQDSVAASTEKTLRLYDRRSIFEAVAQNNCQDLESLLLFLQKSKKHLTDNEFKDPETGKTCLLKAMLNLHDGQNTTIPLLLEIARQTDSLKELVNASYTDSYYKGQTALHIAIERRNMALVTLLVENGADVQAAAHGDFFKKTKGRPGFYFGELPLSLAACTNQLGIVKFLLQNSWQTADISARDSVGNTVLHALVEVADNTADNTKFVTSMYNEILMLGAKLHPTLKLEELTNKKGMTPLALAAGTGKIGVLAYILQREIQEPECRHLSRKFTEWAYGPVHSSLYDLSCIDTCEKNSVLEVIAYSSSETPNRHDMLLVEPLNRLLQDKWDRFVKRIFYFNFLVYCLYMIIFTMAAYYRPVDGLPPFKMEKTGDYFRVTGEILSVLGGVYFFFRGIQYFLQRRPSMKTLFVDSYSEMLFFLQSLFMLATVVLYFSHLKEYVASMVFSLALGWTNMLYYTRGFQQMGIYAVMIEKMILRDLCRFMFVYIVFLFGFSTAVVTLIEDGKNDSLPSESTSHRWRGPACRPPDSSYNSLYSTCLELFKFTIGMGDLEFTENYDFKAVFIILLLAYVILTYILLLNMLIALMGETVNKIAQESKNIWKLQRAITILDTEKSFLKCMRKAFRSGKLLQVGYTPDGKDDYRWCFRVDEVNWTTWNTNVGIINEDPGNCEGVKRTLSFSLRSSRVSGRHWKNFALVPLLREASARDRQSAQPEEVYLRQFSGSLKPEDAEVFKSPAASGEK
#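 TRPV1-expressing cells were cultured overnight at 35.5C and loaded with Fluo-8 calcium dye for 40 to 90 min at room temperature. After a 10 s baseline, compound was added and calcium influx was read kinetically for 3 min (ex 480/em 520 nm).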
# BRCA1 expr up: qHTS Assay to Identify Small Molecule Activators of BRCA1 Expression. MCF7-BRCA1-FFLuc reporter, luminescence, 48 h; response scale: scaled: vehicle 0%, 10 µM genistein 100%. Potency, µM (highest dose often 46.1 µM), inactives show top-dose activation, usual class: activators. 380,000 compounds, 1.1% hits; note: potency is the fitted concentration of half-maximal effect; nearly all actives have a fitted effect of over 80% in size; some results filed as inactive show a strong effect at the top dose
#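 48 h compound treatment of MCF7-BRCA1-FFLuc cells (phenol-red free MEM, 37 °C), then 15 min with luciferase substrate and luminescence imaging.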
# Eya2 phos inh: qHTS Assay for Inhibitors of the Phosphatase Activity of Eya2. Protein phosphatase EYA2 (Homo sapiens), O00167. recombinant Eya2, OMFP fluorescence dephosphorylation (OMFP is methylfluorescein phosphate). 330,000 compounds, 0.006% hits. AID 488837, 2010. Potency, µM (titrated, usually from 76.9 µM), for inactives: at the top dose activity, negative = inhibition, hits mostly inhibitors; note: potency is the fitted concentration of half-maximal effect; % is set by controls: 0 for no effect and ±100 for the full control effect
#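 Eya2 (0.2 uM) preincubated 10 min at ambient with compound, then OMFP substrate added at 50 uM; 10 min reaction in 50 mM HEPES pH 7.5, 50 mM NaCl, 5 uM MgCl2, 0.05% BSA, 1 mM DTT. Fluorescence read at Ex 485/Em 525 nm.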
# The depositor's hits bear a star; ? = inconclusive; . = no result given. Unless noted, calls come from the whole dose curve; as a rule, active = well fitted curve in the direction sought with a large enough effect; inconclusive = small, poorly fitted or top-dose-only effect, or another doubt; inactive = no such curve, though single readings can be large; an effect the other way counts as inactive or inconclusive. This is a subset; the hit share may differ from the screen's.
smiles,TRPV1 ag,BRCA1 expr up,Eya2 phos inh
Cc1cc(C)n2c(NC3CCCCC3)c(-c3ccc(F)cc3)nc2n1,.,15%,.
CC(=O)Oc1ccc(Cn2c(C)c(C(=O)NCc3ccc(C#N)cc3)sc2=O)cc1,.,-21%,.
Cc1ccc(-c2nc(C(=O)N3CCN(c4ccccc4)CC3)c3n2CCCCC3)cc1,.,7%,.
CC1(C(=O)Nc2ccc3ccccc3c2)CCC(=O)N1CCOc1ccccc1 (stereo not given),.,-26%,.
CC(C)NC(=O)c1ccc2nc([C@@H]3O[C@H](CO)[C@H](O)[C@H](O)[C@H]3O)[nH]c2c1,.,27%,.
COc1cccc(NC(=O)C2(C)CCCN(C(C)C)C2)c1 (stereo not given),.,25%,.
COc1nc(C#N)nc(N2CCCC2)n1,.,-36%,.
CCc1nn2c(=O)cc(COC(=O)c3ccccc3)nc2s1,.,12%,.
COc1cccc(NC(=O)C2(C)CCN2C(=O)CCc2ccc(Cl)cc2Cl)c1 (stereo not given),.,-18%,.
CN(C)c1ccc(/C=C2\CCc3ccccc32)cc1,.,?,.
CCOc1ccc(CCNC(=O)CN(c2ccc(C)cc2)S(=O)(=O)N(C)C)cc1OCC,.,-4%,.
CC(=O)Nc1ccc(NC(=O)C2Cc3c(-c4cccc(F)c4)ccnc3O2)cc1 (stereo not given),.,-15%,.
CC1(C(=O)NS(=O)(=O)Cc2ccccc2)CCN1C(=O)Cc1ccc(-c2ccccc2)cc1 (stereo not given),.,23%,.
CCOC(=O)[C@]12CCC=C1N(Cc1ccc(Cl)cc1Cl)C(=O)[C@H](CC(=O)NCCC(C)C)C2,.,-39%,.
C[C@H](c1ccccc1)N1C[C@H](COCc2ccccc2)Oc2cc(N3CC[C@@H](O)C3)ccc2S1(=O)=O,.,-56%,.
CCc1ccc(-n2nc(C)c3c(C)cc(=O)n(CC(=O)N4CCCc5ccccc54)c32)cc1,.,0%,.
Cc1ccc(S(=O)(=O)Nc2ccc(Nc3nccn4c(-c5ccc6ccccc6c5)cnc34)cc2)cc1,.,-11%,.
NC(CO)c1csc(NC(=O)Nc2cccc(Cl)c2)n1 (stereo not given),.,5%,.
Cc1ccc(-c2nc3cc(C)c(Br)c(C)n3c2Cc2ccccc2)cc1,.,-40%,.
CC1(C(=O)NC2CCN(Cc3ccccc3)CC2)CCN1Cc1ccc(OC(F)(F)F)cc1 (stereo not given),.,-2%,.
O=C(NCc1cccnc1)c1cc(C2CCCN(C(=O)c3cccc(O)c3)C2)on1 (stereo not given),.,3%,.
Cc1cc(Br)cn2c(Cc3ccccc3)c(-c3ccc(C#N)cc3)nc12,.,-44%,.
COc1ccc(S(=O)(=O)NC(=O)C2(C)CCN2C(=O)Cc2ccccc2Cl)cc1OC (stereo not given),.,22%,.
CCCNC(=O)C1(C)CCCN(C(=O)COc2ccc(C(C)(C)C)cc2)C1 (stereo not given),.,19%,.
Cc1ccsc1CNC(=O)C1(C)CCN1C(=O)C(C)C (stereo not given),.,3%,.

# Random excerpt: four compounds from above
smiles,TRPV1 ag,BRCA1 expr up,Eya2 phos inh
O=C(NCc1cccnc1)c1cc(C2CCCN(C(=O)c3cccc(O)c3)C2)on1 (stereo not given),.,3%,.
CCOc1ccc(CCNC(=O)CN(c2ccc(C)cc2)S(=O)(=O)N(C)C)cc1OCC,.,-4%,.
CCOC(=O)[C@]12CCC=C1N(Cc1ccc(Cl)cc1Cl)C(=O)[C@H](CC(=O)NCCC(C)C)C2,.,-39%,.
CC1(C(=O)Nc2ccc3ccccc3c2)CCC(=O)N1CCOc1ccccc1 (stereo not given),.,-26%,.

# Later entries.
smiles,TRPV1 ag,BRCA1 expr up,Eya2 phos inh
O=C(Nc1ccc(N2CCOCC2)cc1)c1csc([C@@H]2C[C@H](O)[C@@H](CO)O2)n1,.,77%,.
CSc1ccc(CCNC(=O)Cn2ncc3c(=O)oc4ccccc4c32)cc1,.,11%,.
CCc1ccccc1NC(=O)N1CCN(c2cc(-c3noc(C)n3)ccc2C)CC1,.,-6%,.
O=C(NCc1ccc(Cl)c(Cl)c1)c1cc(C2CCCCN2C(=O)OCCF)on1 (stereo not given),.,-7%,.
COc1ccc(-c2cc(NC=O)c3ncc(-c4cc(OC)c(OC)c(OC)c4)n3c2)cc1,.,-17%,.
COc1ccc2c(c1)c1c(c(=O)n(-c3cc(Cl)ccc3C)c(=O)n1Cc1ccc(F)cc1)n2C,.,2%,.
CSc1ccc(CN2CCC(C)(Oc3ccc4ccccc4c3)C2)cc1 (stereo not given),.,-2%,.
COc1ccc(-c2cnc(C)o2)cc1S(=O)(=O)Nc1ccc(F)cc1F,.,-11%,.
Cc1ccc(NC(=O)Cn2c(=O)n(CCCCC(=O)NCCc3ccccc3)c(=O)c3ccccc32)c(C)c1,.,5%,.
CCOC(=O)c1[nH]c2ccccc2c1NC(=O)c1cc(OC)cc(OC)c1,.,-4%,.
COc1cccc(-c2nc3nc(C)cc(C)n3c2NC2CCCCC2)c1,.,-8%,.
COc1ccc(C)cc1NC(=O)CCS(=O)(=O)c1ccc2c(c1)CC(=O)N2C,.,26%,.
CCCN(c1ccc(C(C)C)cc1)S(=O)(=O)c1ccc2c(c1)CCN2C(=O)CC,.,24%,.
CC(C)COc1ccc(C(=O)N2CCN(CCc3ccncc3)CC2)cc1,.,9%,.
OC(c1ccc(F)c(F)c1)c1ncc(-c2cccc(C(F)(F)F)c2)[nH]1 (stereo not given),.,-51%,.
c1ccc2c(C(c3c[nH]c4ccccc34)c3c[nH]c4ccccc34)c[nH]c2c1,.,-71%,.
CCN(CC)S(=O)(=O)c1ccc(C(=O)NC2CC(=O)N(c3ccc(OC)c(OC)c3)C2)cc1 (stereo not given),.,10%,.
CCCN1CNc2c(c(=O)[nH]c(=O)n2CCc2ccc(OC)c(OC)c2)C1,.,0%,.
CCS(=O)(=O)N1CCc2cc(C(=O)Nc3cccc(C(C)=O)c3)ccc21,.,0%,.
C[C@@H](c1ccccc1)N1C[C@@H](COCc2ccccc2)Oc2cc(N3CCC[C@H]3CO)ccc2S1(=O)=O,.,-45%,.
CC(=O)N1N=C(c2ccc(C)cc2)CC1c1cn(-c2ccccc2)nc1-c1cccs1 (stereo not given),.,-7%,.
COc1ccc(CNC(=O)CS(=O)(=O)c2cccc3nsnc23)cc1,.,11%,.
COCCCNC(=O)CCCn1c(=O)c2ccccc2n(CC(=O)Nc2ccc(C)cc2Cl)c1=O,.,0%,.
O=C(O)c1nc(-c2ccccc2)c(C(=O)NC2CC2)[nH]1,.,11%,.
C[C@H](Cc1ccc(O)c(O)c1)[C@@H](C)Cc1ccc(O)c(O)c1,.,0%,-4%

# Structures above containing a Cl atom, in the order listed:
smiles,TRPV1 ag,BRCA1 expr up,Eya2 phos inh
COc1cccc(NC(=O)C2(C)CCN2C(=O)CCc2ccc(Cl)cc2Cl)c1 (stereo not given),.,-18%,.
CCOC(=O)[C@]12CCC=C1N(Cc1ccc(Cl)cc1Cl)C(=O)[C@H](CC(=O)NCCC(C)C)C2,.,-39%,.
NC(CO)c1csc(NC(=O)Nc2cccc(Cl)c2)n1 (stereo not given),.,5%,.
COc1ccc(S(=O)(=O)NC(=O)C2(C)CCN2C(=O)Cc2ccccc2Cl)cc1OC (stereo not given),.,22%,.
O=C(NCc1ccc(Cl)c(Cl)c1)c1cc(C2CCCCN2C(=O)OCCF)on1 (stereo not given),.,-7%,.
COc1ccc2c(c1)c1c(c(=O)n(-c3cc(Cl)ccc3C)c(=O)n1Cc1ccc(F)cc1)n2C,.,2%,.
COCCCNC(=O)CCCn1c(=O)c2ccccc2n(CC(=O)Nc2ccc(C)cc2Cl)c1=O,.,0%,.

# Returning to the listing, starting three compounds before the break.
SMILES	TRPV1 ag	BRCA1 expr up	Eya2 phos inh
COCCCNC(=O)CCCn1c(=O)c2ccccc2n(CC(=O)Nc2ccc(C)cc2Cl)c1=O	.	0%	.
O=C(O)c1nc(-c2ccccc2)c(C(=O)NC2CC2)[nH]1	.	11%	.
C[C@H](Cc1ccc(O)c(O)c1)[C@@H](C)Cc1ccc(O)c(O)c1	.	0%	-4%
CC(C)(C)c1ccc(S(=O)(=O)/C=C/C#N)cc1	.	-63%	0%
COc1ccc(N2CCN(S(=O)(=O)c3ccc(OC)c(-c4noc(C)n4)c3)CC2)cc1	1	6%	.
Cc1cc(OCCn2c(CCNC(=O)C3CCCCC3)nc3ccccc32)ccc1Cl	5	14%	.
COc1ccc(NC(=O)Cn2cc(S(=O)(=O)N3CCN(c4ccccc4F)CC3)c3ccccc3c2=O)cc1Cl	1	-4%	.
Cc1ccc(COc2ccc3oc(-c4ccccc4)c(C(=O)O)c3c2)cc1	3	-10%	.
O=C(Cc1ccccc1)Nc1sc2c(c1C(=O)Nc1ccc(Cl)cc1)CCCC2	?	-11%	.
Cc1c(C2=CCN(S(=O)(=O)c3cccc(Cl)c3)CC2)c2ccccc2n1CC(=O)N1CCCC1	-3	0%	.
Cc1ccc(NS(=O)(=O)c2ccc3[nH]c4c(c3c2)CCCCCC4)cc1Cl	15	-68%	.
Oc1ccccc1C1C=C(c2ccc3c(c2)OCO3)NC(c2cccc(Br)c2)N1 (stereo not given)	27	21%	.
O=C(COC(=O)C12CC3CC(CC(O)(C3)C1)C2)NCc1ccco1	-4	-6%	.
Cc1ccc(-c2nc3scc(CCNS(=O)(=O)c4ccc(Oc5ccccc5)cc4)n3n2)cc1	7	-37%	.
CC(Cl)OC(=O)Nc1cccc2cccnc12 (stereo not given)	3	-56%	.
CN=C1N[C@H](c2ccccc2)N(c2ccccc2)S1	2	19%	.
NS(=O)(=O)Nc1c(Br)cc(Br)c2cccnc12	2	-1%	.
Oc1ccc(Cl)cc1C1C=C(c2ccc3c(c2)OCO3)NC(c2c(F)cccc2Cl)N1 (stereo not given)	2	-40%	.
CCN1CCc2c(sc(NC(=O)CSc3ccccc3)c2-c2nc3ccccc3s2)C1	?	-52%	.
Oc1ccc(Nc2nc(-c3ccc(Cl)cc3)nc3ccccc23)cc1	?	-68%	.
COc1ccc(C(=O)/C=C/c2cn(CC(O)CN(CC(C)C)CC(C)C)c3ccccc23)cc1OC (stereo not given)	-4	-35%	.
CCOC(=O)c1cc2c(=O)n3ccccc3nc2n(Cc2ccco2)c1=NC(=O)c1ccc(Br)cc1	-3	0%	.
Cc1cccc(C)c1Nc1c(-c2ccccc2F)nc2cccc(C)n12	21	-20%	.
O=C(Nc1ccc(C(F)(F)F)cc1)C(Cc1ccccc1)n1cccc1 (stereo not given)	?	-58%	.
COc1ccc(-n2nc(C(=O)NCCc3ccc(OC)c(OC)c3)c3c4ccccc4n(C)c3c2=O)cc1	-2	9%	.
COc1cccc(NS(=O)(=O)c2ccc3[nH]cc(C(=O)NC(C)c4ccccc4)c(=O)c3c2)c1 (stereo not given)	27	-15%	.
COc1ccc(-n2nc3ccc(NC(=O)c4c(OC)cccc4OC)cc3n2)cc1	-1	-14%	.
CC1(C)OC(=O)C2(Cc3ccccc3N3CCCC32)C(=O)O1 (stereo not given)	-3	33%	.
Cc1cccc(C)c1OCCn1c(CCNC(=O)C2CCCCC2)nc2ccccc21	?	-34%	.
COc1ccccc1NC(=O)c1sc2nc(C)c(C(=O)Nc3ccc(C)cc3C)c(-c3ccco3)c2c1N	-1	0%	.
COc1cccc(NS(=O)(=O)c2ccc3[nH]c4c(c3c2)CCCCCC4)c1	-2	0%	.
C=CCc1cccc2cc(-c3nc4ccc(C)cc4[nH]3)c(=O)oc12	5	2µM*	.
Cc1ccc(C)c(OCCn2c(CCNC(=O)C3CCCCC3)nc3ccccc32)c1	2	-7%	.
